# Screening results as filed in PubChem.
# OX1R antag-1: OX1R (HCRTR1) antagonists, primary screen, fluorescence, CHO/OX1R cells, Fluo-8 calcium, orexin A | Orexin/Hypocretin receptor type 1 (Homo sapiens), O43613 | Fluo-8 calcium fluorescence | inhibition, % at 5 µM | 330,000 compounds, 0.43% hits | AID 434989, 2010;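 active = inhibition above its plate's threshold, mean inhibition of all tested compounds on the plate plus 3 SD, cut at about 37% in these data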;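 also: 0% = orexin A challenge wells and 100% = SB-334867-A antagonist wells; not every result past the cut was called active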
# Target sequence (O43613 whole entry, looked up): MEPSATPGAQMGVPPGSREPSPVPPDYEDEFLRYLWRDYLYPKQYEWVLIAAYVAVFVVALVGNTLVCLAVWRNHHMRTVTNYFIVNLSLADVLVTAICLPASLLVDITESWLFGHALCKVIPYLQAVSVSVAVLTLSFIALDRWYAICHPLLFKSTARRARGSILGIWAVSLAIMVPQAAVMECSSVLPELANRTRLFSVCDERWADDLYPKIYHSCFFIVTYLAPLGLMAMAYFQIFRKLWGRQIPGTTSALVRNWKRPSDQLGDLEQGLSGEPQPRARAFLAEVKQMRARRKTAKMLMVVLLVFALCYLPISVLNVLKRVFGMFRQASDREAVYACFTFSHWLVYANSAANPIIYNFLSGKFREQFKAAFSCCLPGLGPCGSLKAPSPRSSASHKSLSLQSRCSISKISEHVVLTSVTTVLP
# OX1R antag-2: antagonists of human orexin 1 receptor (OX1R). Orexin/Hypocretin receptor type 1 (Homo sapiens), O43613. OX1R-expressing cells, FRET antagonist read-out. inhibition, % at 6.6 µM. 330,000 compounds, 1.8% hits. AID 485270, 2010; in the data active = inhibition mostly above about 38%, no sharp cut-off; inactive = mostly below about 40%;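 also: 0% = agonist challenge alone and 100% = reference antagonist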
# Active calls of the source: *.
1	O=CN1CCN(C(C(=O)NC2CCCCC2)c2cc3c(cc2[N+](=O)[O-])OCO3)CC1 (centres undefined)
2	CCOc1ccc(NC(=O)CCn2nc(C)c(S(=O)(=O)N3CCCCC3)c2C)cc1
3	O=[N+]([O-])c1ccccc1CNC(Cc1ccccc1)c1ccccc1 (centres undefined)
4	Cc1cc(C)n2c(SCC(=O)Nc3c(C)n(C)n(-c4ccccc4)c3=O)nnc2n1
5	CCCNC(=O)NC(=O)CSc1nc(C)cs1
6	O=C(c1ccc2c(c1)C(=O)N(CCCO)C2=O)c1ccc2c(c1)C(=O)N(CCCO)C2=O
7	COC(=O)c1ccc(NC(=O)CSc2nnc(C3CC3)n2C)cc1
8	COc1ccc(/C=C(\NC(=O)c2ccc(C)cc2)C(=O)NCCCn2ccnc2)cc1
9	Cc1ccccc1Nc1nc(N)nc(CSCC(=O)Nc2cccc(Br)c2)n1
10	Cc1cc(Nc2nnnn2-c2ccccc2)n(-c2ccc(Cl)cc2)n1
Screen / compound no. | 1 | 2 | 3 | 4 | 5 | 6 | 7 | 8 | 9 | 10
OX1R antag-1 | -6 | -26 | -38 | -4 | -13 | -16 | -8 | -9 | -14 | 4
OX1R antag-2 | 9 | 4 | 9 | 18 | 5 | 149* | 12 | 20 | 36 | 48

11	NNC(=O)[C@H](Cc1ccccc1)NC(=O)Nc1ccc2c(c1)OCCO2
12	CCNC(=S)N1CCc2cc(OC)c(OC)cc2C1COc1ccc(F)cc1 (centres undefined)
13	CCN(CC)c1ccc(C(=O)OCC(=O)N(C(C)C)C(C)C)cc1
14	O=C(CSCC(=O)Nc1nccs1)Nc1ccccc1
15	N#CCC(=O)Nc1ncn(Cc2ccccc2Cl)n1
16	COc1ccc(C(=O)NNC(=O)CSc2nnnn2C)cc1
17	Cn1nccc1C(=O)NC1CCCc2c1cnn2-c1ccc(F)cc1F (centres undefined)
18	O=C1OCCN1C(=O)[C@H]1[C@H](c2ccc([N+](=O)[O-])cc2)C(c2cccc(Cl)c2)=NN1c1ccccc1
19	CC(C)n1ncc2c(C(=O)N3CCN(c4ccc(F)cc4)CC3)cc(-c3ccccc3)nc21
20	CCOP(=O)(c1ccc(N(C)C)cc1)C(O)c1ccc(Cl)cc1 (centres undefined)
Screen / compound no. | 11 | 12 | 13 | 14 | 15 | 16 | 17 | 18 | 19 | 20
OX1R antag-1 | -20 | -18 | -27 | -19 | -4 | -18 | 12 | -28 | -35 | -7
OX1R antag-2 | 25 | 15 | 12 | 0 | 1 | 16 | 37 | 6 | 2 | 15

21	Cn1cccc1C(=O)/C(C#N)=C/c1ccc(F)cc1
22	CCCSc1ccc(C(=O)Nc2ccc(Cl)cc2)cn1
23	O=C(NCc1ccco1)NC1CCCCC1
24	COc1ccc2nc(C)cc(SCC(=O)N/N=C/c3ccccc3)c2c1
25	CCOC(=O)c1c(NC(=O)CSc2nc3ccc(OC)cc3[nH]2)sc2c1CC(C)(C)NC2(C)C
26	O=C(NC1CCCCC1)[C@@H]1CSC2c3ccccc3C(=O)N21 (some centres undefined)
27	CC(=O)NS(=O)(=O)c1ccc(N=NN2CCCCCC2)cc1
28	O=C(N/N=C/c1ccc([N+](=O)[O-])s1)c1cccc(Br)c1
29	CC(=O)Nc1ccc(NC(=O)CSC2=NS(=O)(=O)c3cc(Cl)ccc3N2)cc1
30	Cn1sc(NC(=O)c2ccccc2Cl)nc1=O
Screen / compound no. | 21 | 22 | 23 | 24 | 25 | 26 | 27 | 28 | 29 | 30
OX1R antag-1 | -13 | -14 | -14 | -12 | -32 | -12 | -13 | -10 | -6 | -2
OX1R antag-2 | 8 | 15 | 6 | 28 | 14 | 17 | 6 | 12 | 21 | 5

31	CCC(C)NC(=S)N(Cc1cc2cc(C)ccc2n2nnnc12)CC(C)(C)NC(C)C (centres undefined)
32	O=C(C1CCCN(Cc2ccc([N+](=O)[O-])cc2)C1)N1CCCCC1 (centres undefined)
33	O=C1N(C2CCCC2)C[C@@H]2C[C@@H](c3cccn3-c3nccs3)N3CCC[C@@]123
34	COc1ccccc1C(=O)n1nc(-c2ccco2)nc1SC
35	C[C@H](CO)N1C[C@H](C)[C@@H](CN(C)S(C)(=O)=O)Oc2c(NC(=O)Nc3ccc4c(c3)OCO4)cccc2C1=O
36	CCOc1ccc(S(=O)(=O)NCc2csc(C)n2)cc1
37	O=C(CSc1nnc(-c2ccc(O)cc2)o1)NNC(=O)c1ccncc1
38	CCCCNC(=O)COC(=O)c1cc(F)c(F)cc1Cl
39	CS(=O)(=O)c1ncc(CO)n1Cc1ccccc1
40	O=C(C[C@H]1C/C=C\C[C@H](Cc2ccc(F)cc2)C(=O)OCCNC1=O)NCCO
Screen / compound no. | 31 | 32 | 33 | 34 | 35 | 36 | 37 | 38 | 39 | 40
OX1R antag-1 | -24 | -7 | -11 | 2 | -4 | 9 | -3 | -1 | -9 | -19
OX1R antag-2 | 8 | 20 | 10 | 13 | 2 | 2 | 10 | 9 | 8 | -2

41	O=c1[nH]cc(S(=O)(=O)c2ccccc2)[nH]1
42	CCCCN(C(=O)COC(=O)COc1c(C)cc(C)cc1C)c1c(N)n(CCC)c(=O)[nH]c1=O
43	Nc1cccc(Oc2c(F)c(F)c(Oc3cccc(N)c3)c(F)c2F)c1
44	NS(=O)(=O)c1ccc(CNC(=O)c2cc(=O)[nH]c3ccccc23)cc1
45	COc1ccc(NS(=O)(=O)c2cc(NC(=O)Cc3c(F)cccc3Cl)ccc2OC)cc1
46	CN(CCC#N)C(=O)c1cc2c(s1)-c1ccccc1SC2
47	O=C(COC(=O)c1c(F)cccc1Cl)NCC1CCCCC1
48	O=C(NCc1ccccc1)C1CCN(C(=O)Cc2ccccc2)CC1
49	CSc1ccc(C(C(C(=O)c2cccs2)N2CCOCC2)N2CCOCC2)cc1 (centres undefined)
50	N#Cc1ccc(NC(=O)COC(=O)CNC(=O)C2CCCCC2)cc1
Screen / compound no. | 41 | 42 | 43 | 44 | 45 | 46 | 47 | 48 | 49 | 50
OX1R antag-1 | 3 | -7 | -8 | 6 | 18 | -15 | -4 | 6 | 2 | -4
OX1R antag-2 | -7 | 2 | 20 | 4 | 4 | 1 | 12 | 29 | 35 | 17

51	COc1ccccc1CNC(=O)C1CCCN(S(=O)(=O)c2cccc3cccnc23)C1 (centres undefined)
52	Cc1nn(-c2cccc(Cl)c2)c2nc(-c3ccco3)cc(C(=O)O)c12
53	COc1ccccc1NC(=O)c1cc(-c2ccc(C)o2)nc2ccccc12
54	COc1ccc(N2CCN(C(=O)CCCn3c(=S)[nH]c4cc5c(cc4c3=O)OCO5)CC2)cc1
55	COc1cccc(/C=C/C(=O)OCC(=O)NC(=O)NC2CCCCC2)c1
56	Cc1noc(NS(=O)(=O)c2ccc(N/C=C/C(=O)c3ccc(F)cc3)cc2)c1C
57	COc1ccc(NC(=O)CN(c2ccc([N+](=O)[O-])cc2)S(=O)(=O)c2ccccc2)c(OC)c1
58	OC1(c2ccccc2)Cc2cccc[n+]2C1c1ccccc1 (centres undefined)
59	Cc1c(C(=O)NNC(=S)NCc2ccc(Cl)cc2)oc2ccccc12
60	CCOCCCNCc1cccc(OCc2ccc(F)cc2)c1
Screen / compound no. | 51 | 52 | 53 | 54 | 55 | 56 | 57 | 58 | 59 | 60
OX1R antag-1 | 79* | -20 | -23 | -7 | -33 | 0 | -17 | -10 | -17 | -11
OX1R antag-2 | 12 | 8 | 12 | 10 | -2 | 14 | 7 | 9 | 17 | 13

61	COc1ccnc(Oc2ccc(F)cc2)c1C(=O)N/C=N/OCc1ccc(Cl)cc1Cl
62	N#Cc1c(NC(=O)c2cc(-n3cnnc3)ccc2Cl)sc2c1CCCC2
63	CCOc1ccc(N(CC(=O)N2CC=C(c3ccccc3)CC2)S(=O)(=O)c2c(C)noc2C)cc1
64	N#Cc1ccc(NC(=S)NCCN2CCOCC2)cc1
65	CCCCC(=O)Nc1ccc(C(=O)NNC(=S)NC(=O)c2cccs2)cc1
66	CN(C)CCCNS(=O)(=O)c1ccc(NC2CCCCCC2)c([N+](=O)[O-])c1
67	CCOC(=O)c1c(C)[nH]c(C(=O)C(C)Cl)c1C (centres undefined)
68	CC(C)NC(=O)Nc1cccc2c1O[C@H](CN(C)S(=O)(=O)c1cccs1)[C@@H](C)CN([C@H](C)CO)C2=O
69	O=C(Cc1nc(=O)c2ccccc2s1)Nc1ccccc1
70	COc1ccccc1NC(=O)/C(C#N)=C/c1cccn1C
Screen / compound no. | 61 | 62 | 63 | 64 | 65 | 66 | 67 | 68 | 69 | 70
OX1R antag-1 | -9 | -6 | -24 | 4 | -34 | 18 | -22 | -9 | -5 | -29
OX1R antag-2 | 9 | 45 | 15 | 16 | 16 | 18 | 22 | -2 | 22 | 11

# Some of the entries so far, as tab-separated lines.
entry	SMILES	OX1R antag-1	OX1R antag-2
59	Cc1c(C(=O)NNC(=S)NCc2ccc(Cl)cc2)oc2ccccc12	-17	17
60	CCOCCCNCc1cccc(OCc2ccc(F)cc2)c1	-11	13
61	COc1ccnc(Oc2ccc(F)cc2)c1C(=O)N/C=N/OCc1ccc(Cl)cc1Cl	-9	9
62	N#Cc1c(NC(=O)c2cc(-n3cnnc3)ccc2Cl)sc2c1CCCC2	-6	45
63	CCOc1ccc(N(CC(=O)N2CC=C(c3ccccc3)CC2)S(=O)(=O)c2c(C)noc2C)cc1	-24	15
64	N#Cc1ccc(NC(=S)NCCN2CCOCC2)cc1	4	16
65	CCCCC(=O)Nc1ccc(C(=O)NNC(=S)NC(=O)c2cccs2)cc1	-34	16
66	CN(C)CCCNS(=O)(=O)c1ccc(NC2CCCCCC2)c([N+](=O)[O-])c1	18	18
67	CCOC(=O)c1c(C)[nH]c(C(=O)C(C)Cl)c1C (centres undefined)	-22	22
68	CC(C)NC(=O)Nc1cccc2c1O[C@H](CN(C)S(=O)(=O)c1cccs1)[C@@H](C)CN([C@H](C)CO)C2=O	-9	-2
69	O=C(Cc1nc(=O)c2ccccc2s1)Nc1ccccc1	-5	22
70	COc1ccccc1NC(=O)/C(C#N)=C/c1cccn1C	-29	11

# Additional results follow:
71	Cc1ccc(S(=O)(=O)c2nc(-c3ccccc3)oc2NCCN2CCOCC2)cc1
72	CCCCN1C(=N)N([C@@H](C)CN2CCC[C@H]2CN2C(N)=NC[C@@H]2Cc2ccccc2)C[C@H]1Cc1ccccc1
73	Cc1ccccc1NC(=O)Cn1cccc1
74	Cc1ccccc1NC(=S)NNC(=O)c1ccoc1C
75	CCN1C(=O)C(CC(=O)Nc2ccc(OC)cc2)N(CCc2ccccc2)C1=S (centres undefined)
76	CCCCn1c(N)c(N(CC)C(=O)/C=C/c2ccco2)c(=O)[nH]c1=O
77	O=C(Oc1ccc(C(=S)N2CCOCC2)cc1)c1ccc([N+](=O)[O-])cc1[N+](=O)[O-]
78	CCN(CC(=O)NCc1ccc(F)cc1)C(=O)c1ccc(C(=O)c2ccccc2)cc1
79	O=c1n(-c2ccccc2)c(=O)n2n1CCC2
80	O=C(Cc1cccs1)NNC(=O)c1ccc(F)cc1
Screen / compound no. | 71 | 72 | 73 | 74 | 75 | 76 | 77 | 78 | 79 | 80
OX1R antag-1 | -50 | -7 | -1 | -2 | -14 | -9 | -14 | -41 | -11 | 6
OX1R antag-2 | 22 | 3 | 3 | 11 | 11 | 19 | 34 | 13 | 0 | -4

# Shown as a hit in OX1R antag-2, of those listed so far:
6	O=C(c1ccc2c(c1)C(=O)N(CCCO)C2=O)c1ccc2c(c1)C(=O)N(CCCO)C2=O
Screen / compound no. | 6
OX1R antag-1 | -16
OX1R antag-2 | 149*

# Next part.
81	Cc1ccc(/C(O)=C2\C(=O)C(=O)N(CC(C)O)C2c2ccc(N(C)C)cc2)cc1 (centres undefined)
82	O=C(Nc1cccc(C(F)(F)F)c1)c1cc2ncc(Br)cn2n1
83	COC(=O)C1CCN(C(=O)CN2C(=O)c3ccccc3S2(=O)=O)CC1
84	CCc1c(C)sc(NC(=O)c2cccs2)c1C(N)=O
85	CC(=O)c1c(C)n(CC(=O)NCc2ccco2)c2ccccc12
86	COc1ccc(-n2nnc3c(SCc4ccccc4)ncnc32)cc1
87	NNC(=O)c1cccnc1Oc1ccccc1
88	Cc1ccc([N+](=O)[O-])cc1S(=O)(=O)Nc1ccc(C(=O)NCc2ccccn2)cc1
89	CC(=O)c1ccc(NC(=O)c2cnn3ccccc23)cc1
90	CC(C)c1cc(C(=O)NCc2cccnc2)no1
Screen / compound no. | 81 | 82 | 83 | 84 | 85 | 86 | 87 | 88 | 89 | 90
OX1R antag-1 | 1 | -6 | -22 | -5 | -19 | -9 | -21 | -4 | -21 | -13
OX1R antag-2 | 43 | 3 | 11 | 4 | 8 | 0 | 5 | 15 | 6 | 12

91	CCCCn1c(N)c(N(CCOC)C(=O)C2CCN(S(=O)(=O)c3ccc(C)cc3)CC2)c(=O)[nH]c1=O
92	O=C(Nc1ccon1)c1ccccc1Cl
93	COc1ccc(-c2cc(C(=O)OCC(=O)Nc3cc(C)on3)c3ccccc3n2)cc1OC
94	O=C1C2CC(O)CN2C(=S)N1Cc1ccccc1 (centres undefined)
95	c1ccc(-c2ncnc3cc4n(c23)CCC4)cc1
96	O=C1NC2(CCc3ccccc3C2)C(=O)N1CCOc1cccc(Cl)c1 (centres undefined)
97	O=C(NCCc1ccccc1)C1CCCN1C(=O)Nc1cccc(Cl)c1 (centres undefined)
98	O=C(C1CC1)N1CCN(c2ccc([N+](=O)[O-])cc2)CC1
99	O=C(NC1=NCCS1)c1ccccc1
100	O=C(c1cccs1)N(Cc1cccc(F)c1)C1CCS(=O)(=O)C1 (centres undefined)
101	COc1ccc(N(Cc2ccccc2)C(=O)OC(C)(C)C)c(C(=O)N(C)OC)c1
Screen / compound no. | 91 | 92 | 93 | 94 | 95 | 96 | 97 | 98 | 99 | 100 | 101
OX1R antag-1 | -5 | -12 | -38 | -8 | -16 | -23 | -15 | -13 | 5 | -12 | -7
OX1R antag-2 | 9 | 19 | 7 | 3 | 8 | 13 | 6 | 31 | -2 | 16 | 4

# No enrichment for hits; 2.1% or so of the library scored in one or more.
